Mtb BioA inh: BioA (M. tuberculosis) enzyme inhibition | 0.096% of 360,000 active | purified M. tuberculosis BioA enzyme, plate reader | AID 602481 | inhibition, % at 9.99 µM; in the data active means inhibition above about 40%
The depositor's hits bear a star. An excerpt. The share of hits here may be higher or lower than overall.

SMILES	Mtb BioA inh
C[C@@H]1CCCCO[C@H](CN(C)S(=O)(=O)c2ccc(Cl)cc2)[C@H](C)CN([C@@H](C)CO)C(=O)c2cc(NC(=O)C3CCCCC3)ccc2O1	-2.6
CO[C@H]1CN(C)C(=O)c2ccc(NC(=O)C3CCC3)cc2OC[C@H](C)N(Cc2nccs2)C[C@H]1C	0.1
C=CC[C@@]1(C(=O)N2CCOCC2)N=C(c2ccc(OCCCO)cc2)O[C@@H]1c1ccccc1	-0.1
CCCC(=O)Nc1ccc2c(c1)OC[C@@H](C)N(C(=O)c1cnccn1)C[C@@H](C)[C@@H](OC)CN(C)C2=O	0.0
C[C@H]1CCCCO[C@@H](CN(C)C(=O)Nc2ccccc2)[C@@H](C)CN([C@@H](C)CO)C(=O)c2cc(NS(=O)(=O)c3cccs3)ccc2O1	-1.9
CN(C)C(=O)[C@@H]1[C@@H](CO)[C@@H]2Cn3c(ccc(-c4ccccc4F)c3=O)[C@@H]2N1C(=O)C1CC1	0.0
C[C@@H]1CN([C@H](C)CO)S(=O)(=O)c2ccc(C#CCN(C)C)cc2O[C@H]1CN(C)C(=O)C1CCC1	-0.6
Cc1ccc(S(=O)(=O)N[C@H]2C=C[C@@H](CC(=O)NC3CCCCC3)O[C@@H]2CO)cc1	-0.4
C[C@H]1CN([C@@H](C)CO)C(=O)Cc2cc(NC(=O)CCN3CCOCC3)ccc2O[C@H]1CN(C)C(=O)Nc1cccc2ccccc12	-1.6
COc1ccc(NC(=O)Nc2ccc3c(c2)C(=O)N([C@@H](C)CO)C[C@H](C)[C@@H](CN(C)Cc2ccc(Cl)c(Cl)c2)O3)cc1	-2.1
CCCNC(=O)N1C[C@H]2[C@@H](c3ccccc31)[C@@H](CO)N2Cc1ccc(F)cc1	-4.6
CN1C(=O)c2cc(NC(=O)c3cccc(C(F)(F)F)c3)ccc2OC[C@@H]2O[C@@H](CC(=O)O)CC[C@@H]21	-2.2
Cc1ccccc1S(=O)(=O)N[C@@H]1CC[C@@H](CCn2cc(-c3ccccc3)nn2)O[C@H]1CO	-0.1
COc1ccc(-c2ccc3n(c2=O)C[C@H]2[C@H](CO)[C@@H](C(=O)N(C)C)N(CC4CCOCC4)[C@@H]32)cc1	-1.1
C[C@H]1CN([C@@H](C)CO)C(=O)c2cc(C3=CCCC3)cnc2O[C@H]1CN(C)C(=O)c1ccc2c(c1)OCO2	-1.6
Cc1ccc(-c2cnc3c(c2)C(=O)N([C@H](C)CO)C[C@H](C)[C@@H](CN(C)C)O3)cc1	0.0
C[C@@H]1CN([C@@H](C)CO)C(=O)c2cc(NC(=O)Cn3cnnn3)ccc2O[C@@H]1CN(C)C(=O)Nc1cccc2ccccc12	26.7
CN(C)C(=O)c1ccc(-c2ccc3c(c2)[C@H]2[C@H](CCN2C(=O)C2CCC2)[C@@H](CO)N3C)cc1	0.7
C[C@H]1CN([C@@H](C)CO)C(=O)c2cc(C#CCN(C)C)cnc2O[C@H]1CN(C)C(=O)Cc1ccncc1	-1.9
CN(C)CC(=O)N1[C@H](C(=O)NC2CCC2)[C@@H](CO)[C@@H]2Cn3c(ccc(-c4ccc(F)cc4)c3=O)[C@@H]21	-3.1

A different layout for part of the listing above:
molecule | Mtb BioA inh
C[C@@H]1CCCCO[C@H](CN(C)S(=O)(=O)c2ccc(Cl)cc2)[C@H](C)CN([C@@H](C)CO)C(=O)c2cc(NC(=O)C3CCCCC3)ccc2O1 | -2.6
CO[C@H]1CN(C)C(=O)c2ccc(NC(=O)C3CCC3)cc2OC[C@H](C)N(Cc2nccs2)C[C@H]1C | 0.1

Next compounds.
SMILES	Mtb BioA inh
C[C@H]1CN([C@@H](C)CO)C(=O)Cc2cc(NC(=O)C3CC3)ccc2O[C@H]1CN(C)S(=O)(=O)c1cccs1	0.0
C[C@H](CO)N1C[C@H](C)[C@@H](CN(C)Cc2ccc(Cl)c(Cl)c2)OCCCC[C@H](C)Oc2ccc(NS(=O)(=O)c3ccccc3)cc2C1=O	-1.5
CC(C)CC#Cc1ccc2c(c1)O[C@@H](CN(C)C(=O)NC1CCCC1)[C@@H](C)CN([C@H](C)CO)S2(=O)=O	0.3
C[C@@H]1CCCCO[C@H](CN(C)C(=O)Nc2ccc3c(c2)OCO3)[C@@H](C)CN([C@H](C)CO)C(=O)c2cc(NC(=O)c3ccncc3)ccc2O1	5.1
COc1ccc(NC(=O)Nc2ccc3c(c2)C(=O)N([C@H](C)CO)C[C@H](C)[C@H](CN(C)S(=O)(=O)c2ccccc2)OCCCC[C@H](C)O3)cc1	-3.2
CNC[C@@H]1Oc2ccc(NC(=O)CCC(F)(F)F)cc2C(=O)N([C@@H](C)CO)C[C@H]1C	-1.8
O=C(NCC1CC1)[C@@H]1[C@@H](CO)[C@@H]2Cn3c(ccc(C4=CCCC4)c3=O)[C@@H]2N1C(=O)C1CC1	-2.4
CCC(=O)Nc1ccc2c(c1)C(=O)N(C)C[C@@H](OC)[C@H](C)CN(C(=O)C1CCC1)[C@@H](C)CO2	-0.6
CC(C)NC(=O)N(C)C[C@H]1Oc2c(NC(=O)C3CCOCC3)cccc2C(=O)N([C@H](C)CO)C[C@H]1C	-0.5
CC(C)NC(=O)Nc1cccc2c1O[C@H](CN(C)Cc1ccc(Cl)c(Cl)c1)[C@H](C)CN([C@@H](C)CO)C2=O	0.7

The list goes on; it opens with the two that closed the last part.
SMILES	Mtb BioA inh
CC(C)NC(=O)N(C)C[C@H]1Oc2c(NC(=O)C3CCOCC3)cccc2C(=O)N([C@H](C)CO)C[C@H]1C	-0.5
CC(C)NC(=O)Nc1cccc2c1O[C@H](CN(C)Cc1ccc(Cl)c(Cl)c1)[C@H](C)CN([C@@H](C)CO)C2=O	0.7
CO[C@H](CN(C)C(=O)c1ccccc1F)[C@@H](C)CN([C@H](C)CO)S(=O)(=O)c1ccc(F)cc1	-1.7
COCC(=O)Nc1ccc2c(c1)C(=O)N(C)C[C@H](OC)[C@@H](C)CN(C(C)=O)[C@@H](C)CO2	-0.2
C[C@H](CO)N1C[C@H](C)[C@@H](CN(C)C(=O)Nc2ccc(C(F)(F)F)cc2)OCCCC[C@H](C)Oc2ccc(NS(=O)(=O)c3cn(C)cn3)cc2C1=O	0.8
Cc1noc(C)c1NC(=O)Nc1ccc2c(c1)C(=O)N([C@@H](C)CO)C[C@H](C)[C@@H](CN(C)Cc1ccncc1)O2	-2.9
CNC(=O)C[C@H]1CC[C@H]2[C@H](COc3ccc(NC(=O)c4ccc(F)c(F)c4)cc3C(=O)N2C)O1	0.2
CO[C@@H]1CN(C)C(=O)c2ccc(NC(C)=O)cc2OC[C@@H](C)N(Cc2ccccn2)C[C@@H]1C	1.1
CN(C)CC#Cc1ccc([C@H]2[C@@H](CO)N3CCCCN(C(=O)Nc4ccc(F)cc4)C[C@@H]23)cc1	8.9
C[C@@H]1CCCCO[C@@H](CN(C)Cc2ccc(Cl)c(Cl)c2)[C@@H](C)CN([C@H](C)CO)C(=O)c2cc(NC(=O)c3ccncc3)ccc2O1	0.4
O=C(NCCc1ccccc1)[C@@H]1[C@@H](CO)[C@@H]2Cn3c(cccc3=O)[C@H]1N2Cc1ccccn1	-1.5
CC(C)NC(=O)Nc1ccc2c(c1)C(=O)N([C@@H](C)CO)C[C@H](C)[C@H](CN(C)C(=O)Nc1ccccc1)OCCCC[C@H](C)O2	0.0

Next part (four carried over from the part before).
SMILES	Mtb BioA inh
CN(C)CC#Cc1ccc([C@H]2[C@@H](CO)N3CCCCN(C(=O)Nc4ccc(F)cc4)C[C@@H]23)cc1	8.9
C[C@@H]1CCCCO[C@@H](CN(C)Cc2ccc(Cl)c(Cl)c2)[C@@H](C)CN([C@H](C)CO)C(=O)c2cc(NC(=O)c3ccncc3)ccc2O1	0.4
O=C(NCCc1ccccc1)[C@@H]1[C@@H](CO)[C@@H]2Cn3c(cccc3=O)[C@H]1N2Cc1ccccn1	-1.5
CC(C)NC(=O)Nc1ccc2c(c1)C(=O)N([C@@H](C)CO)C[C@H](C)[C@H](CN(C)C(=O)Nc1ccccc1)OCCCC[C@H](C)O2	0.0
CC(C)NC(=O)Nc1ccc2c(c1)C(=O)N([C@@H](C)CO)C[C@H](C)[C@@H](CN(C)Cc1ccc3c(c1)OCO3)OCCCC[C@H](C)O2	-1.2
O=C(CCN1CCCCC1)N[C@@H]1CC[C@@H](CCn2cc(-c3cccc(F)c3)nn2)O[C@@H]1CO	2.2
CNC[C@@H]1Oc2ccc(NC(=O)C3CC3)cc2C(=O)N([C@@H](C)CO)C[C@@H]1C	-3.3
Cc1cccc(S(=O)(=O)N2[C@@H]3c4cccc(=O)n4C[C@H]2[C@H](CO)[C@H]3C(=O)NC2CCC2)c1	-1.4
Cc1noc(C)c1S(=O)(=O)N(C)C[C@H]1Oc2ccc(NC(=O)Cc3ccccc3)cc2CC(=O)N([C@H](C)CO)C[C@@H]1C	-0.3
O=C([C@H]1[C@H](CO)[C@H]2Cn3c(ccc(-c4ccccc4F)c3=O)[C@@H]1N2C(=O)C1CCC1)N1CCCCC1	-2.2
COc1ccc(NC(=O)N(C)C[C@@H]2OCCCC[C@@H](C)Oc3ccc(NS(=O)(=O)c4ccc(Cl)cc4)cc3C(=O)N([C@@H](C)CO)C[C@@H]2C)cc1	-0.3
CC(C)NC(=O)Nc1ccc2c(c1)C(=O)N([C@H](C)CO)C[C@@H](C)[C@@H](CN(C)CC1CCCCC1)OCCCC[C@H](C)O2	1.1
O=C(C[C@H]1C[C@@H]2c3cc(NS(=O)(=O)c4ccccc4)ccc3O[C@@H]2[C@@H](CO)O1)NCC1CC1	-0.1
O=C(C[C@@H]1C[C@@H]2c3cc(NC(=O)Nc4ccccc4F)ccc3O[C@@H]2[C@@H](CO)O1)NCc1cc(F)ccc1F	-1.7
Cc1ccc(S(=O)(=O)Nc2cccc3c2O[C@@H](CN(C)C(=O)NC2CCCCC2)[C@@H](C)CN([C@H](C)CO)C3=O)cc1	2.3
COc1ccc(OC(=O)N(C)C[C@@H]2OCc3ccccc3-c3ccccc3C(=O)N([C@@H](C)CO)C[C@H]2C)cc1	-1.2
C[C@H](CO)N1C[C@H](C)[C@H](CN(C)C(=O)C2CCCCC2)Oc2ncc(C#CC(C)(C)O)cc2C1=O	-1.7
N#C[C@@H]1[C@@H](c2ccc(C3=CCCC3)cc2)[C@@H](CO)N1C(=O)C1CCCC1	3.1
CCC(=O)Nc1ccc2c(c1)C(=O)N(C)C[C@@H](OC)[C@H](C)CN(C(=O)c1cnccn1)[C@H](C)CO2	1.7
C[C@H]1CCCCO[C@H](CN(C)CC2CCCCC2)[C@@H](C)CN([C@@H](C)CO)C(=O)c2cc(NS(=O)(=O)c3cccs3)ccc2O1	1.1
O=C(C[C@H]1C=C[C@H](NS(=O)(=O)c2ccc(F)cc2)[C@H](CO)O1)NC1CCC1	-1.2
CCC(=O)N1[C@H](CO)[C@@H](c2ccc(-c3cccc(F)c3)cc2)[C@@H]1CNC(C)=O	1.8
COc1ccc(-c2cnc3c(c2)C(=O)N([C@@H](C)CO)C[C@H](C)[C@@H](CN(C)C(=O)C2CC2)O3)cc1	-1.0
O=C(C[C@@H]1CC[C@H]2[C@@H](COC[C@@H](O)CN2S(=O)(=O)c2ccc(F)cc2)O1)N[C@@H]1CCN(Cc2ccccc2)C1	-1.7
CO[C@H]1CN(C)C(=O)c2cc(NS(C)(=O)=O)ccc2OC[C@@H](C)N(CC2CCOCC2)C[C@@H]1C	0.5
C[C@@H]1CCCCO[C@H](CN(C)C(=O)Nc2cccc3ccccc23)[C@@H](C)CN([C@H](C)CO)C(=O)c2cc(NC(=O)c3ccncc3)ccc2O1	0.8
COCC(=O)N(C)C[C@H]1Oc2cc(C#CCN(C)C)ccc2S(=O)(=O)N([C@@H](C)CO)C[C@@H]1C	-0.5
CCC(=O)N[C@H]1CC[C@H](CCNC(=O)Nc2ccc(F)cc2)O[C@H]1CO	0.4
Cc1noc(C)c1NC(=O)N(C)C[C@@H]1Oc2ncc(C3=CCCC3)cc2C(=O)N([C@H](C)CO)C[C@@H]1C	-4.1
O=C(c1ccccc1F)N1C[C@@H]2[C@H](c3ccccc31)[C@@H](CO)N2Cc1ccc2c(c1)OCO2	0.8
CCCc1cn(CC[C@@H]2CC[C@H](NC(=O)C3CCC3)[C@H](CO)O2)nn1	-2.0
C[C@H](CO)N1C[C@H](C)[C@@H](CN(C)Cc2ccc3c(c2)OCO3)Oc2cc(-c3cccc(C(=O)N(C)C)c3)ccc2S1(=O)=O	-0.6
C/C=C/c1ccc([C@H]2[C@@H](CNC(C)=O)N(Cc3ccccn3)[C@H]2CO)cc1	-2.0
C[C@@H]1CN([C@H](C)CO)C(=O)c2cc(-c3ccccc3)cnc2O[C@@H]1CN(C)Cc1ccccc1	1.2
Cc1cc(C(=O)Nc2cccc3c2O[C@@H](CN(C)Cc2ccc(-c4ccccc4)cc2)[C@H](C)CN([C@H](C)CO)C3=O)n(C)n1	4.0
CO[C@@H]1CN(C)C(=O)c2ccc(NC(C)=O)cc2OC[C@@H](C)N(C(=O)CC2CC2)C[C@H]1C	0.4
C[C@H](CO)N1C[C@H](C)[C@H](CN(C)Cc2ccccc2)Oc2ccc(NC(=O)Nc3ccccc3)cc2CC1=O	1.2
C[C@H](CO)N1C[C@H](C)[C@H](CN(C)C(=O)[C@H](Cc2ccccc2)N(C)C)OCc2ccccc2-c2ccccc2C1=O	1.2
C[C@@H]1CN([C@@H](C)CO)C(=O)Cc2cc(N(C)C)ccc2O[C@@H]1CN(C)Cc1ccccc1	-0.6
C[C@@H]1CCCCO[C@H](CN(C)Cc2ccc(C(F)(F)F)cc2)[C@H](C)CN([C@H](C)CO)C(=O)c2cc(NC(=O)C3CCCCC3)ccc2O1	-2.6
CC(=O)N1[C@H](C(=O)NCc2ccccc2Cl)[C@@H](CO)[C@@H]2Cn3c(ccc(-c4ccncc4)c3=O)[C@@H]21	-0.4
CC(=O)N[C@@H]1C=C[C@@H](CC(=O)NCC2CCCCC2)O[C@@H]1CO	-0.5
C[C@H]1CN([C@@H](C)CO)C(=O)c2cc(NC(=O)CCC(F)(F)F)ccc2O[C@@H]1CN(C)Cc1ccc(C(=O)O)cc1	3.9
C[C@@H]1CN([C@H](C)CO)S(=O)(=O)c2ccc(C#CC(C)(C)O)cc2O[C@H]1CN(C)Cc1ccncc1	3.0
